GAA inhib: qHTS Assay for Inhibitors of Human alpha-Glucosidase as a Potential Chaperone Treatment of Pompe Disease; purified human GAA, 4-MU-alpha-glucoside fluorescence; Potency, µM (highest dose often 76.9 µM), without a hit: at the highest dose activity change, negative = inhibition, hits mostly inhibitors; actives 0.005% (n = 200,000);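 further: potency means the concentration at half of the fitted maximal effect; plate controls were uninhibited enzyme wells for no effect and no-enzyme background for full effect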
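Activity normalized between no-enzyme (basal) and enzyme-only wells. Conditions: 4 nM human enzyme, 400 uM fluorogenic substrate, citrate/phosphate pH 5.0 with Tween-20, 20 min room temperature, compounds up to 77 uM.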
HTT cytoprotect: qHTS Multiplex Assay to Identify Dual Action Probes in a Cell Model of Huntington: Cytoprotection (ATP); actives 0.14% (n = 230,000); Potency, µM (titrated, usually from 56.4 µM), without a hit: cytoprotection (ATP increase), usual class: activators; AID 1471, 2008; PC12 HTT-Q103 induced, cytoprotection, ATP luminescence, 40 h;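 further: potency means the concentration at half of the fitted maximal effect; % of control where 0% means no effect; nearly all actives have a fitted effect of over 45% in size; toxic huntingtin expression switched on by the ecdysone agonist tebufenozide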
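Huntington model: PC12 line, ecdysone-inducible HTTQ103 exon1–GFP, tebufenozide 100 nM. Test articles in a dose series. Endpoint luminescence from cellular ATP.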
HTT aggregate: qHTS Multiplex Assay to Identify Dual Action Probes in a Cell Model of Huntington: Aggregate Formation (GFP); PC12 HttQ103-GFP aggregates, Acumen cytometry, 40 h; actives 1.1% (n = 220,000); Potency, µM (series often up to 46.1 µM), for inactives: top-dose activity change, negative = inhibition, actives largely listed as inhibitors; further: potency means the concentration at half of the fitted maximal effect; on the % scale 0 is the no-effect control and ±100 the full control effect; nearly all actives have a fitted effect of over 60% in size
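Huntingtin Q103 exon 1–GFP aggregates in induced PC12 cells (100 nM tebufenozide) were quantified by cytometry from lysates, with compounds dosed in titration.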
aGlu spleen mod: qHTS Assay for Inhibitors and Activators of Human alpha-Glucosidase From Spleen Homogenate | Lysosomal alpha-glucosidase (Homo sapiens), P10253 | human spleen homogenate, 4-MU-alpha-glucoside fluorescence | Potency, µM (top dose mostly 79.9 µM), for inactives: top-dose activity change, negative = inhibition, hits mostly inhibitors | actives 0.006% (n = 240,000);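 further: potency means the concentration at half of the fitted maximal effect; 0% = enzyme with vehicle and -100% = no enzyme basal signal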
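Human spleen homogenate (1 ug) incubated with compounds and 1 mM 4-methylumbelliferyl-alpha-D-glucopyranoside in pH 5.0 citrate/phosphate buffer, 37 C, 40 min. Stopped at pH 10; 4-MU fluorescence (Ex 365/Em 440 nm); AC50 by Hill fit.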
Lamin A splicing: qHTS Assay for Modulators of Lamin A Splicing; HeLa LMNA splicing GFP/RFP minigene ratio, 48 h; Potency, µM (highest dose often 46.1 µM), for the others: top-dose ratio change, negative = inhibition, actives largely listed as inhibitors; actives 0.01% (n = 200,000); active means well fitted inhibition curve with a large enough effect in the signal ratio, with a control signal flat, not every such curve was filed as active; inconclusive means small, poorly fitted or top-dose-only effect, or effect the other way, or a change in a side signal; the % refers to the signal ratio; further: potency means the concentration at half of the fitted maximal effect; on the % scale 0 is the no-effect control and ±100 the full control effect
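S3 HeLa stable clones carrying a lamin A-EGFP splicing minigene plus DsRed2 were seeded at 600 cells/well in Opti-MEM with 2% FBS, pin-dosed and incubated 48 h at 37°C. Acumen cytometry (488 nm) gave the GFP/RFP total-intensity ratio.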
CBFb-RUNX1 inh: qHTS Assay for Compounds Blocking the Interaction Between CBF-beta and RUNX1 for the Treatment of Acute Myeloid Leukemia. 230,000 tested, under 10 active. Runt-related transcription factor 1 (Homo sapiens) + Core-binding factor subunit beta …. Potency, µM (top dose mostly 59.8 µM), without a hit: top-dose activity, negative = inhibition, hits mostly inhibitors. AlphaScreen CBFb-His/RUNX1-biotin binding, biochemical; further: % of control where 0% means no effect
Target sequence (Q01196 whole entry, looked up): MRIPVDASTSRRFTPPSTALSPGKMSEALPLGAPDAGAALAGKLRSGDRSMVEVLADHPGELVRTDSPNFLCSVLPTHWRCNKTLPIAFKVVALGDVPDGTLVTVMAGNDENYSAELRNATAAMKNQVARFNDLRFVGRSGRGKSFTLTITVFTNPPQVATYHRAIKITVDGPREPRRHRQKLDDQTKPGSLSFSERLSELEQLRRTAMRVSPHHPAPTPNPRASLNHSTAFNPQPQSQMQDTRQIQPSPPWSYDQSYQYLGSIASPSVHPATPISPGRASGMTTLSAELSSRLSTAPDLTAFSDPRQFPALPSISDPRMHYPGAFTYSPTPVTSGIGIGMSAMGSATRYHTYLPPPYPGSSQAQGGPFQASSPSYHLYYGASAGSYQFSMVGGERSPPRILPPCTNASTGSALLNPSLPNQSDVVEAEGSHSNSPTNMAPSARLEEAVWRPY
Target sequence (Q13951 whole entry, looked up): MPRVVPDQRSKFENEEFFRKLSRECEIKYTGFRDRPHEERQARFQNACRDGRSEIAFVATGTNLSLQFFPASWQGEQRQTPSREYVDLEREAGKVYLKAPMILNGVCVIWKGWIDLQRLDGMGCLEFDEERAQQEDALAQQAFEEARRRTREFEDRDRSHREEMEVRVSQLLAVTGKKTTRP
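AlphaScreen binding: CBFb-His and RUNX1-biotin (30 nM each) preincubated 20 min, compound added for 15 min, then nickel and streptavidin beads for 90 min, all at room temperature. Disruption of the interaction by any mechanism counts as activity.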
GAA glycogen: qHTS Assay for Inhibitors and Activators of Human alpha-Glucosidase Cleavage of Glycogen; Lysosomal alpha-glucosidase (Homo sapiens), P10253; recombinant GAA, glycogen substrate, Amplex Red glucose oxidase fluorescence; Potency, µM (top dose mostly 76.4 µM), for inactives: top-dose activity change, negative = inhibition, hits mostly inhibitors; actives 0.38% (n = 300,000); AID 2100, 2009;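 further: potency means the concentration at half of the fitted maximal effect; 0% = full enzyme reaction and -100% = no-enzyme basal signal; the screen sought inhibitors and activators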
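Recombinant enzyme (4 nM final) with compounds titrated up to 77 uM and bovine liver glycogen (30 ug) in citrate pH 5.0, 0.01% Tween-20, 37 C 40 min. Released glucose detected by Amplex Red/glucose oxidase (Ex 573/Em 610); AC50 from Hill fits.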
Numbers without * were called inactive; u = inconclusive; x = not tested or not shown; [ ] = another dose, or the depositor's remark. Unless noted, the call rests on the fitted dose curve; in most records, active means well fitted curve in the direction sought with a large enough effect; inconclusive means small, poorly fitted or top-dose-only effect, or another doubt; inactive means no such curve, though single readings can be large; an effect the other way counts as inactive or inconclusive. Random draw from the library; about 1.5% have a hit in one of these screens.

Every second line gives: GAA inhib | HTT cytoprotect | HTT aggregate | aGlu spleen mod | Lamin A splicing | CBFb-RUNX1 inh | GAA glycogen
CCOC(=O)c1nn(-c2ccccc2)cc1O
  x | -6.8%[10 µM] | -0.9%[9.22 µM] | 1.7% | x | 8.4% | 0.9%
COCCNC(=O)CCc1nc(-c2ccccc2)no1
  -7.2% | -12.4%[0.074 µM] | -2.3% | -5.8% | -12.2% | 12.4% | -1.5%
C/C(=C\c1ccccc1)C(=O)N1CCN(c2cccc(C(F)(F)F)c2)CC1
  u | 39.7%[10 µM] | -3.9% | -3.3% | u | -1.0% | -4.1%
C=CCOCC1CN2C(CCC(C)C2c2ccc(Br)cc2)C(=O)O1 (stereo not drawn)
  x | 3.8%[10 µM] | x | -9.2%[17.4 µM] | x | 9.2%[13.1 µM] | x
COc1ccc(/C(O)=C2/C(=O)C(=O)N(CCCN(C)C)C2c2ccccc2)cc1OC (stereo not drawn)
  -9.2% | 1.5%[10 µM] | 8.8% | -4.1% | -5.9% | 25.6% | 3.3%
CCOc1cc(C2NC(=O)NC(c3ccccc3)=C2C(=O)c2ccccc2)c(Br)cc1OCC(=O)O (stereo not drawn)
  4.9% | 15.9%[10 µM] | 5.7% | -8.7% | 5.8%[46 µM] | -8.3% | 20.1%
Cc1ccc(N=Cc2c(O)[nH]c3ccccc23)c([N+](=O)[O-])c1
  -1.5% | -8.0%[10 µM] | 1.4% | 4.4% | 12.7%[46 µM] | 6.5% | 2.4%
CCn1c(-c2cc3ccccc3cc2O)n[nH]c1=S
  5.6% | 14.9% | -24.5% | -0.6% | -0.9% | -5.7% | -10.9%
NC(=O)NC(Cc1ccccc1)C(=O)O (stereo not drawn)
  -25.2% | -8.8%[0.074 µM] | 16.9%[9.22 µM] | -1.4% | -10.2% | -0.3% | 7.8%
CCOC(=O)COc1nc(Nc2ccccc2C)nc(N(C)C)n1
  -3.5% | -17.9%[0.074 µM] | 5.8%[9.22 µM] | -16.2% | 12.1% | -2.2% | 7.8%
N#Cc1ccc(Oc2ccc(NC(=O)C3CC=CCC3C(=O)O)cc2)cc1 (stereo not drawn)
  9.1% | -1.6%[10 µM] | -6.6%[9.22 µM] | -8.0% | 7.4%[46 µM] | 3.1% | 6.8%
CCCOP(=O)(c1ccc(N(C)C)cc1)C(O)c1cc(OC)c(OC)c(OC)c1 (stereo not drawn)
  -3.9% | -28.6%[0.074 µM] | 6.0% | -5.9% | -0.8% | -1.7% | 6.8%
O=c1cc(NCCc2ccccc2)c2ccccc2o1
  11.1% | x | x | -0.4% | -2.3%[46 µM] | 1.8% | 3.7%
CCC(/C=N/NC(=O)C(=O)N/N=C/C(CC)CC)CC
  0.3% | -9.1%[10 µM] | 17.0% | 4.6% | 0.5% | -6.1% | -10.2%
CN(Cc1ccc2nonc2c1)Cc1nc(Cc2cccc(F)c2)no1
  -7.5% | 0.3%[10 µM] | -9.1% | -13.0% | x | u | -12.7%
O=C(COc1cccc(Cl)c1)N/N=C\c1cc2ccccc2nc1Cl
  u | x | -7.2% | -1.6% | -1.7% | 7.4% | 0.3%
CN(CC(=O)Nc1cc(S(=O)(=O)N2CCCC2)ccc1Cl)Cc1cccs1
  x | -13.4%[10 µM] | 5.5%[9.22 µM] | 4.0% | x | 0.2% | 3.3%
COc1ccc(C(=O)OCC(=O)c2ccc(C)c(S(=O)(=O)N3CCOCC3)c2)cc1OC
  x | 23.5%[10 µM] | 7.2%[9.22 µM] | 6.7% | x | 2.3% | 3.9%
O=C(N/N=C/c1cc([N+](=O)[O-])ccc1N1CCNCC1)c1ccc([N+](=O)[O-])cc1
  1.2% | -8.8% | 6.1% | -6.3% | -3.7% | -2.9% | -3.7%
O=c1c[n+]([O-])c2ccccc2n1OCc1c(F)cccc1F
  0.3% | -6.4%[10 µM] | 1.5% | -1.3% | 0.4% | -6.8% | 6.0%
CCn1c(=O)cc(SCC(=O)N2CCN(c3ccccc3OC)CC2)c2ccccc21
  -5.2% | -27.2% | -21.7% | -5.1% | u | 1.6% | -1.9%
COc1cc(S(=O)(=O)N(CCc2ccccc2)Cc2cccs2)ccc1-n1cnnn1
  -2.6% | 26.2%[10 µM] | -16.1% | 5.0% | 4.9% | 6.1% | -0.1%
Cc1cc(=O)[nH]c(SCC(=O)N2CCN(C(c3ccccc3)c3ccccc3)CC2)n1
  -7.6% | -9.0% | u | -1.0% | 24.0% | 4.6% | -6.2%
CC(C)C[C@@H](CC(=O)N[C@H](CC(=O)N[C@@H]1CCNC[C@H]1C(=O)N[C@H](CC(=O)N[C@@H](CCC(=O)O)CC(=O)O)Cc1c[nH]c2ccccc12)C(C)C)NC(=O)[C@@H]1CNCC[C@H]1N
  x | -16.8%[1.9 µM] | x | 6.5% | x | 6.9% | x
Cc1ccc(S(=O)(=O)CCN2C=CC(C(F)(F)F)=NCC2)cc1
  x | 17.3%[10 µM] | 22.6%[9.22 µM] | 11.5% | x | 2.4% | 10.6%
CCSCc1nnc(SCC(=O)c2ccc(OC)cc2)n1C
  -15.6% | -6.9%[0.074 µM] | 7.1% | -8.8% | 16.6% | 12.6% | 7.7%
O=C(NCC(=O)N1CCCCC1)c1ccc(Cl)cc1Cl
  -2.0% | -14.2% | -5.2% | -9.0% | -3.6% | 2.4% | -11.2%
Cc1ccc(-c2csc(NC(=O)c3cnccn3)n2)cc1C
  7.7% | -9.2%[10 µM] | 1.3% | 7.7% | u | 0.6% | -6.4%
CCOC(=O)N1CCC(Nc2nc3ccccc3nc2NS(=O)(=O)c2ccc(Cl)cc2)CC1
  -14.4% | -7.9%[0.074 µM] | 11.2µM* | -4.4% | 4.2% | 6.3% | -7.8%
Cn1cc(C(=O)NCC2COc3ccccc3O2)c(=O)c2cc(S(=O)(=O)N3CCCCC3)ccc21 (stereo not drawn)
  u | -0.5% | 25.7% | 0.7% | 6.6% | 4.4% | -1.1%
CC(=O)c1nnn(-c2cccc(C#N)c2)c1C
  x | 10.3%[10 µM] | -13.6%[9.22 µM] | -2.5% | x | 7.4% | 0.5%
O=C(NC1=NCCS1)c1cccc(OC(F)F)c1
  -1.6% | -2.0%[10 µM] | 8.9% | 3.4% | u | 11.5% | 0.6%
O=C(O)c1ccc(NS(=O)(=O)c2ccsc2C(=O)O)cc1
  x | -32.5%[inhibitor] | x | 8.0% | x | -1.7% | x
CSc1nc(-c2ccccc2)nc(NC(=O)C(C)C)c1C(C)=O
  -6.2% | -70.5%[inhibitor] | -14.2% | 0.3% | 17.7%[46 µM] | -5.3% | 3.6%
O=[n+]1c2c(n([O-])c3c1CCC3)CCCC2
  2.6% | -5.7%[0.074 µM] | -24.0% | 4.9% | -2.8% | 3.2% | 3.7%
COc1ccsc1C(=O)N1CCN(Cc2ccc3c(c2)OCO3)CC1
  -2.7% | 9.0% | -27.9% | -0.8% | -3.4% | 0.5% | 7.5%
Cc1cc(C)cc(OCc2ccc(C(=O)NN)o2)c1
  x | -10.5%[10 µM] | 9.3%[9.22 µM] | -2.7% | x | 7.8% | -15.4%
O=C(c1csc2ccccc12)n1cccn1
  -10.8% | -12.8%[0.074 µM] | -0.5% | 4.3% | -12.9% | 7.2% | 0.2%
COc1ccc([C@@H]2[C@@H](C(=O)C(C)(C)C)N3N=Cc4ccccc4[C@@H]3C23C(=O)OC(C)(C)OC3=O)cc1OC
  -0.9% | x | u | -5.0% | 5.7% | -0.1% | 0.6%
O=C(O)C1CC(=O)N(c2ccc(F)c(F)c2)C1 (stereo not drawn)
  4.6% | -7.7% | -6.1% | -0.6% | -9.7% | 17.7% | 6.6%
O=C(/C(=C/O)N=Nc1cccc(C(F)(F)F)c1)c1ccccc1
  -8.1% | -51.2% | u | -5.3% | u | 11.3% | -14.7%
O=C(O)c1cccc(NCc2cccnc2)c1
  0.9% | 11.1%[10 µM] | -12.8% | -5.1% | 7.8% | 2.2% | 22.2%
O=C(N/N=C/c1ccc([N+](=O)[O-])o1)c1cn2ccc3ccccc3c2n1
  3.6%[15.4 µM] | -21.0%[10 µM] | 16.7%[9.22 µM] | 6.4% | x | 0.7% | 3.5%
O=C(Nc1ccc2c(c1)OCCO2)C1CCN(S(=O)(=O)c2ccc3c(c2)OCCO3)CC1
  -7.1% | -6.3%[10 µM] | 8.7% | -6.3% | -17.7% | -1.0% | -4.6%
O=S1(=O)NC(=NCc2ccccc2)c2ccccc21
  -0.6% | 10.5% | u | -3.3% | -1.9% | -7.7% | 4.4%
CCO/C(C)=N/n1c2nc3ccccc3nc2c2c(=O)n(CC(C)C)c(C)nc21
  -4.1% | -16.2% | 8.9% | -12.8% | 9.0%[0.0737 µM] | 0.6% | 3.5%
COc1cc(C2c3c(oc4ccccc4c3=O)C(=O)N2Cc2cccnc2)cc(OC)c1OC (stereo not drawn)
  -22.8% | -13.2%[10 µM] | 7.0% | -9.4% | -5.9% | 12.4% | -2.6%
O=C(CSc1n[nH]c(-c2ccccc2)n1)Nc1ccc(Br)cn1
  2.6% | 8.0%[10 µM] | u | -5.6% | -13.9% | -4.6% | -2.6%
COc1ccc(N2CCN(C(=S)Nc3ccc(C)cc3C)CC2)cc1
  7.8% | 30.5%[10 µM] | 4.4%[9.22 µM] | -3.6% | x | 1.7% | 15.6%
CCCOc1ccc(-c2nnc(-c3ccncc3)o2)cc1
  2.5% | -31.2% | -7.3% | 2.5% | -1.1% | 0.0% | 6.4%
FC(F)(F)c1ccccc1-c1nc(NCCN2CCOCC2)c2ccccc2n1
  x | -11.0% | x | 3.0% | 3.3% | x | x
COc1ccc(NS(=O)(=O)c2ccc(N3CC(O)=C(c4ccccc4)C3=N)cc2)cc1
  x | 6.0%[10 µM] | -2.9%[9.22 µM] | -6.2% | x | 18.2% | 0.6%

Three entries out of the list above, ordered by the number in aGlu spleen mod, smallest number first:
mol | aGlu spleen mod
CCO/C(C)=N/n1c2nc3ccccc3nc2c2c(=O)n(CC(C)C)c(C)nc21 | -12.8%
O=C(CSc1n[nH]c(-c2ccccc2)n1)Nc1ccc(Br)cn1 | -5.6%
COc1ccc(N2CCN(C(=S)Nc3ccc(C)cc3C)CC2)cc1 | -3.6%
